# Assay outcomes (PubChem)
# M. tuberculosis GlmU = inhibition of mycobacterial GlmU enzyme – biochemical, glucosamine-1-phosphate acetyltransferase (AID 1376); M. tuberculosis GlmU acetyltransferase enzyme assay; higher % means a stronger effect; inhibition, %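 (tested at 30 µM in the primary screen)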; hits with a dose series show IC50 in µM; 220,000 compounds, 0.25% hits; in the data active = inhibition above about 13%; inconclusive = no clear call, values can overlap the other calls;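 also: 0% = complete reaction with vehicle and 100% = reaction without substrate; strong numbers were not always called active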
# Mtb RmlCD inh = M. tuberculosis RmlC/RmlD coupled enzyme inhibitors, primary screen, biochemical, compound mixtures, 384-well, from 1536-well plates. RmlC+RmlD coupled enzyme assay, percent inhibition; primary screen in compound mixtures. 160,000 compounds, 0.03% hits. dTDP-4-dehydrorhamnose reductase (Mycobacterium tuberculosis (strain ATCC 25618 / H37Rv)) …. inhibition, % at 3.6 µM; in the data active = inhibition mostly above about 34%, no sharp cut-off; inconclusive = no clear call, values can overlap the other calls; inactive = mostly below about 22%; also: some results filed as inactive read as strong as hits
# Target sequence (P9WH09 whole entry, looked up): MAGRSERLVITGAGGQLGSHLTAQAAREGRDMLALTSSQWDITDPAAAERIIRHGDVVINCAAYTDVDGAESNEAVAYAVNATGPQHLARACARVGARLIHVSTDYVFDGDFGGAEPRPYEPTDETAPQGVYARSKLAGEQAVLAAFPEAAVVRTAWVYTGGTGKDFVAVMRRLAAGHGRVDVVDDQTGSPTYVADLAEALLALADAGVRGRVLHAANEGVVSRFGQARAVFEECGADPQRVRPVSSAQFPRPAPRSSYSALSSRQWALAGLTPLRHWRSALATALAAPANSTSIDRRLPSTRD
# Target sequence (P9WH11 whole entry, looked up): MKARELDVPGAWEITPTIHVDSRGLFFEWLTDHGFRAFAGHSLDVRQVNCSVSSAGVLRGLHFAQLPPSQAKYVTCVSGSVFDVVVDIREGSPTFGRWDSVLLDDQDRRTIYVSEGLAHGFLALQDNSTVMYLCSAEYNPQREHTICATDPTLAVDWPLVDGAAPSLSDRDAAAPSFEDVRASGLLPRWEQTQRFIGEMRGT
# * hit, by the source's call; ? = inconclusive; . = no result given.
SMILES,M. tuberculosis GlmU,Mtb RmlCD inh
CCOC(=O)c1cc2occc2n1Cc1ccc(F)cc1,1.9%,3
Cn1c(=O)cc(OCC(=O)NCCC2=CCCCC2)c2ccccc21,2.1%,0
COc1ccc(OCc2nnc3n2N=C(c2ccc(C)cc2)CS3)cc1,0.1%,7
O=[N+]([O-])c1ccccc1/C=C/C=N/n1c(-c2ccc(Cl)cc2)n[nH]c1=S,7.5%,.
CCCSC1=N/C(=C\c2ccc3c(c2)OCO3)C(=O)S1,3.0%,-4
Cc1ccc(-n2nc(C)c3c(C)c(CCC(=O)Nc4ccc(CN5CCCC5)cc4)c(C)nc32)cc1,-5.8%,-11
COc1cc(C2NC(C(=O)O)Cc3c2[nH]c2ccccc32)cc(OC)c1OC (stereo unspecified),-1.7%,.
COc1ccc(NC(=O)CN(C2CCCCC2)S(C)(=O)=O)cc1Cl,5.5%,-3
Cc1cc(=O)[nH]c(SCC(=O)Nc2nnc(SCc3ccccc3)s2)n1,3.2%,2
COc1ccc(/C=C/c2cc(C(=O)O)c3ccccc3n2)cc1,6.4%,-6
COC(=O)C1=C(C)NC(C)=C(C(=O)OC)C1c1ccc(C)o1,-1.3%,6
CN(c1ccccc1)S(=O)(=O)c1ccc(C(=O)Nc2nnc(C3CC3)s2)cc1,-2.8%,13
CCC(=O)N1CCN(c2ccc(NC(=O)c3c(F)c(F)c(OC)c(F)c3F)cc2)CC1,1.4%,-6
O=C(Nc1ccccc1)Nc1ccc2nnsc2c1,-6.7%,12
COCCn1c(SCCN2CCOCC2)nc2c1c(=O)[nH]c(=O)n2C,4.7%,.
C[C@H](C(=O)O)c1n[nH]c(=O)c2ccccc12,-3.1%,-7
COCCn1c(SCC(=O)Nc2cccc(S(N)(=O)=O)c2)nc2cc(Cl)ccc2c1=O,1.7%,7
O=C(c1noc2c1CCCC2)N1CCN(c2ccccc2)CC1,-1.0%,-6
Cc1cc(NC(=O)COC(=O)COc2ccc(Cl)cc2C)c([N+](=O)[O-])cc1C,3.0%,.
CC(C)(C)S(=O)(=O)/C(C#N)=N/Nc1ccc(S(N)(=O)=O)cc1,-5.4%,5

# 3 structures already listed, ordered by heavy-atom count, highest first.
SMILES,M. tuberculosis GlmU,Mtb RmlCD inh
COCCn1c(SCC(=O)Nc2cccc(S(N)(=O)=O)c2)nc2cc(Cl)ccc2c1=O,1.7%,7
O=C(c1noc2c1CCCC2)N1CCN(c2ccccc2)CC1,-1.0%,-6
COC(=O)C1=C(C)NC(C)=C(C(=O)OC)C1c1ccc(C)o1,-1.3%,6

# (cont.)
SMILES,M. tuberculosis GlmU,Mtb RmlCD inh
Cc1ccc(SC/C(O)=C(\C#N)c2nc3ccccc3s2)cc1,2.5%,.
COc1ccccc1Nc1nc(N)nc(-c2oc3ccccc3c2C)n1,-1.1%,-15
Cc1ccc(-n2c(-c3nn(C)c(C)c3Cl)n[nH]c2=S)cc1,2.1%,.
CCCCC1(Cc2cccc([N+](=O)[O-])c2)C(=O)N(c2ccccc2)N(c2ccccc2)C1=O,1.7%,.
CS/C(=N\S(=O)(=O)c1ccc(N)cc1)NS(=O)(=O)c1cccs1,0.0%,10
CCCN1CCCc2cc(CN)ccc21,-6.0%,9
C=CC[N+]1(CC(=O)NCc2ccc(NC(C)=O)cc2)CCOCC1,2.1%,16
Cc1ccc(-c2cc(C(F)F)n3ncc(C(=O)Nc4c(C)nn(Cc5ccccc5Cl)c4C)c3n2)cc1,-3.7%,-7
O=C1NC(=S)N/C1=C/c1ccc(-c2c(Br)cc([N+](=O)[O-])cc2Br)o1,.,13
COc1cc(/C=C(\C#N)C(=O)NC(C)C)ccc1OCc1ccc(C(=O)O)cc1,4.1%,.
O=C(CN1CCN(C(=O)c2cccc(F)c2)CC1)NC1CCCCC1,0.6%,14
COc1ccc(-c2c(C)nn3c(N4CCC(C(=O)NCCN(C)C)CC4)cc(C)nc23)cc1OC,5.2%,10
CN1CC(c2ccccc2)C2(COc3ccccc3C2=O)C12C(=O)Nc1ccccc12 (stereo unspecified),-2.0%,.
O=C(O)c1ccc2nc(-c3ccccc3)sc2c1,1.6%,.
O=C(NCCCN1CCOCC1)c1cnn2c(-c3ccccc3)cc(-c3ccccc3)nc12,.,-11
Fc1ccc(Cn2c(-c3cscn3)nc3ccccc32)c(Cl)c1,-0.6%,3
Cc1ccc(/C=C2/C(=O)NC(=O)N(CCc3ccc(F)cc3)C2=O)s1,2.3%,.
Cc1ccc(-c2c3c(nc4sc(C(N)=O)c(N)c24)CCCC3)o1,3.0%,.
CN1C2=CC=CC=CC2=[N+](C)C12C([N+](=O)[O-])=CC(=[N+]([O-])[O-])C=C2[N+](=O)[O-] (stereo unspecified),-5.5%,-4
COc1ccc(C(=O)NCc2n[nH]c(=S)n2-c2ccccc2)cc1OC,1.7%,8
CCCCOCCCn1c(-c2ccco2)nc2nc3ccccc3nc21,2.7%,57*
CC(=O)Nn1c(COc2ccccc2C)nc2ccccc2c1=O,2.0%,3
O=C(OCC1OC(n2cnc3c(N(C(=O)c4ccccc4)C(=O)c4ccccc4)ncnc32)C(O)C1F)c1ccccc1 (stereo unspecified),5.9%,-12
COC(=O)CC1Sc2ccccc2NC1=O (stereo unspecified),1.6%,.
COCCCNC(NC(=O)c1ccc(C)cc1)C(Cl)(Cl)Cl (stereo unspecified),.,-6
CC(O)CN1CC(O)=C(c2nc3ccccc3s2)C1=N (stereo unspecified),1.0%,-14
CN(C)C(=O)CSc1nnc(-c2cc(-c3cccs3)nc3ccccc23)o1,5.0%,28
Cc1cc(NC(=O)c2sc(Nc3ccc(F)cc3)nc2N)no1,3.4%,5
CC1=NNC(=O)C1CCC(=O)N/N=C\c1ccccc1[N+](=O)[O-] (stereo unspecified),1.1%,.
CCS(=O)(=O)N1Cc2ccccc2CC1C(=O)Nc1nnc(SCc2c(Cl)cccc2Cl)s1 (stereo unspecified),3.4%,-1
Cn1c(=O)c2c(-c3ccccc3)n(C3CCCCC3)cc2n(C)c1=O,8.9%,.
Cc1ccnc(N=Cc2nc(-c3ccccc3Br)oc2O)c1,5.6%,0
COC(=O)/C=C/c1ccc(OC(=O)c2ccncc2)cc1,5.2%,-6
CCOC(=O)N1CCC(NC(=O)c2cc3c(-c4ccccc4F)nn(C)c3s2)CC1,-0.6%,8
O=C(Cn1nnc(-c2ccncc2)n1)Nc1ccc2c(c1)CCC2,-0.3%,.
O=C1C(Cc2ccccc2O)NC(=S)N1c1ccccc1 (stereo unspecified),-1.2%,5
Cc1cc(C)cc(C(=O)NC(=S)Nc2ccc3c(c2)OCCO3)c1,-4.0%,31
COC(=O)[C@H](C)NC(=O)Nc1ccc(Oc2ccccc2)cc1,4.2%,5
CCOC(=O)c1c(C#N)cnn1-c1ccc(C)cc1,-1.8%,12
COc1ccc(CC(=O)Nc2nnc(C(C)C)s2)cc1OC,7.2%,-12

# Given with two lines to a compound: part of the list above.
# Values run as follows: M. tuberculosis GlmU, Mtb RmlCD inh
COc1ccc(CC(=O)Nc2nnc(C(C)C)s2)cc1OC
    7.2%, -12
CCCCC1(Cc2cccc([N+](=O)[O-])c2)C(=O)N(c2ccccc2)N(c2ccccc2)C1=O
    1.7%, .
COc1ccc(-c2c(C)nn3c(N4CCC(C(=O)NCCN(C)C)CC4)cc(C)nc23)cc1OC
    5.2%, 10
CCCCOCCCn1c(-c2ccco2)nc2nc3ccccc3nc21
    2.7%, 57*

# Going on with the list.
SMILES,M. tuberculosis GlmU,Mtb RmlCD inh
COc1ccc(-c2noc(CCC(=O)Nc3ccc4c(c3)OCCO4)n2)cc1,4.6%,.
CC(C)CN1CCNC(=O)C1CC(=O)NCCc1cnn(-c2ccccc2)c1 (stereo unspecified),0.9%,-3
Cc1cc(Nc2nc3ccccc3nc2Cl)n(-c2ccccc2)n1,-0.1%,10
COc1ccc(-c2[nH]n(-c3ccc([N+](=O)[O-])cc3)c(=O)c2C=NCc2ccc(F)cc2)cc1,-1.8%,3
COC(=O)C1=C(C)N(CCCC(=O)O)C(=O)NC1c1cccc2ccccc12 (stereo unspecified),-0.5%,.
O=[N+]([O-])c1cc(-c2nnc(Nc3ccc(O)cc3)c3ccccc23)ccc1N1CCOCC1,-5.2%,28
Cn1cc(Cl)c(C(=O)Nc2cnn(Cc3ccc(F)cc3)c2)n1,7.5%,-7
COCC(=O)/C=C1\Sc2ccccc2N1C,-2.1%,-9
OC(CNc1nc2ccccc2s1)c1ccccc1 (stereo unspecified),-0.7%,.
CC(C)(C)NC(=O)CN(Cc1cccnc1)C(=O)c1csnn1,-1.5%,59
O=C(NCc1nc(-c2ccc(C(F)(F)F)cc2)no1)Nc1cc(Cl)cc(Cl)c1,6.1%,-7
CCOP(=S)(OCC)c1ccc(N(C)C)cc1,-3.1%,13
CC(=O)c1ccc(-n2c(CCC(=O)O)ccc2-c2cccs2)cc1,-1.0%,.
CCCn1c(=N)c(C(=O)NCc2ccc3c(c2)OCO3)cc2c(=O)n3cccc(C)c3nc21,-7.3%,3
COc1ccc(CC2(CO)CCN(Cc3cc4ccccc4o3)CC2)cc1,-1.4%,10
Cc1cc(=O)[nH]c(NN=C2C3CC4CC(C3)CC2C4)n1,-4.2%,0
Cc1cc(C(=O)COc2ccccc2[N+](=O)[O-])c(C)n1C1CC1,-3.0%,.
O=C(O)/C=C/c1cn(Cc2ccccc2)nc1-c1ccccc1,6.4%,.
CC(C)CSc1nnc2[nH]c(=O)cc(N)n12,2.6%,.
O=C(N1CCOCC1)N1CCOCC1,2.0%,21
c1ccc2c(c1)OCC(c1nnc3n1-c1ccccc1SC3)O2 (stereo unspecified),3.5%,.
CN(C)/C=C/C(=O)c1ccc(Cl)c([N+](=O)[O-])c1,6.3%,-9
O=C(CSc1nnc(COc2ccccc2)n1-c1ccccc1)c1cccs1,9.2%,-7
CCCCCOC(=O)c1ccc(N2C(=O)C3C4C=CC(C4)C3C2=O)cc1 (stereo unspecified),3.0%,7
C=CCNC(=S)NNC(=O)c1cccn(Cc2cccc(Cl)c2)c1=O,3.6%,-3
CCOC(=O)C[C@H]1c2cc(C(F)(F)F)ccc2S(=O)(=O)N1Cc1ccccc1,2.7%,.
C=CCc1ccc(OCc2ccc(C(=O)OC)o2)c(OC)c1,2.5%,.
CCOC(=O)c1[nH]c2ccc(C)cc2c1N=CN(CC)CC,0.8%,3
O=C(NCCCN1CCOCC1)C1COc2ccccc2O1 (stereo unspecified),2.1%,.
NS(=O)(=O)c1ccc(CCNCc2cccs2)cc1,-4.4%,-3
O=C(CN1CCN(c2ncccn2)CC1)NCc1ccc2c(c1)OCO2,2.4%,-14
Cc1ccc(NNC(N)=S)cc1Cl,3.3%,16
CN(C)S(=O)(=O)N1CCN(c2ccc([N+](=O)[O-])cc2)CC1,-5.4%,-4
COc1cccc(-c2nnc(NC(=O)c3cccs3)s2)c1,0.5%,-9
COc1ccc(-c2ccc(N(C)C)cc2)cc1[C@H]1[C@@H]2C=CCC[C@@]2(C)C(=O)N1Cc1ccccc1,7.8%,.
COc1ccc(CN(C(=O)c2nsc(Cl)c2Cl)C(C(=O)NC2CCCCC2)c2ccc(OC)cc2)cc1 (stereo unspecified),-2.8%,-2
CCc1ccc(C(=O)CN2C(=O)NC(C)(c3ccc(C)cc3)C2=O)cc1 (stereo unspecified),-1.1%,4
CC(=O)NC1(c2ccc(F)cc2)CCN(C(=O)Nc2ccc(F)cc2F)CC1,6.5%,7
CC1CCN(S(=O)(=O)c2ccc(C(=O)NNC(=O)C3CC3)cc2)CC1,-3.8%,5
Cc1cc(C)cc(NC(=O)C2CCN(c3cnccn3)CC2)c1,-6.2%,-2

# Another view of part of the listing above:
SMILES | M. tuberculosis GlmU | Mtb RmlCD inh
CCc1ccc(C(=O)CN2C(=O)NC(C)(c3ccc(C)cc3)C2=O)cc1 (stereo unspecified) | -1.1% | 4
CC(=O)NC1(c2ccc(F)cc2)CCN(C(=O)Nc2ccc(F)cc2F)CC1 | 6.5% | 7
CC1CCN(S(=O)(=O)c2ccc(C(=O)NNC(=O)C3CC3)cc2)CC1 | -3.8% | 5

# Further entries follow:
SMILES,M. tuberculosis GlmU,Mtb RmlCD inh
CC1CC(C)CN(CCCNC(=O)Cn2ncn3cccc3c2=O)C1 (stereo unspecified),-3.6%,-9
CCn1c(=O)c([N+](=O)[O-])c(NCCc2ccc(OC)c(OC)c2)c2ccccc21,8.8%,-11
CCNC(=S)NNC(=O)c1cc(C)nc2ccccc12,6.2%,0
Cc1cc(C(F)(F)F)nc(SCCN2CCOCC2)c1C#N,0.2%,2
CCCNCCC(c1ccco1)c1ccccc1OC (stereo unspecified),2.8%,.
Cc1cccc(OCCSc2ncnc3nc[nH]c23)c1,-1.6%,.
COc1ccc(-c2ncn(CCC#N)c2[N+](=O)[O-])cc1,-0.1%,1
CC(C)c1cc(O)c(-c2ccccc2)c(=O)n1-c1ccc(Cl)cc1,-6.3%,.
O=C(O)CCCc1ccc(N(CCCl)CCCl)cc1,7.6%,.
Cc1cc(N)n(-c2ccc([N+](=O)[O-])cc2)n1,-0.8%,-1
Cc1ccc(NC2=C(C(=O)c3ccccc3)N(C)S(=O)(=O)c3ccccc32)cc1,-0.4%,-6
Cc1cc(C)n(-c2ccc(C(=O)OCC(=O)NCc3ccco3)cc2)n1,?,15
Cc1ccc(OCC(=O)Nc2ccc(S(=O)(=O)N3CCCCC3)cc2)c([N+](=O)[O-])n1,-4.3%,14
COc1ccc(/C=N/NC(=O)c2ccc(N(C)S(=O)(=O)c3ccccc3)cc2)cc1OC,5.1%,9
Clc1cccc(Cl)c1NC1=NCCN1,4.2%,-3
CCOC(=O)c1cccc(NC(=O)Cn2cnc3c2c(=O)n(C)c(=O)n3C)c1,-4.2%,-7
Cc1ccc(C(=O)Nc2nnc(-c3ccc(C(C)(C)C)cc3)s2)cc1,-3.0%,.
COc1ccc(Cl)cc1C(=O)NC(C)C,-3.7%,.

# A portion of the library; the hit share may differ from the screen's.
